Compound activity as filed in PubChem BioAssay.
PPARg SRC-1 ag – PPARgamma agonists recruiting SRC-1 coactivator, primary screen, biochemical. actives 0.41% (n = 200,000). PPARgamma-SRC-1 coactivator recruitment biochemical assay. Peroxisome proliferator-activated receptor gamma (Homo sapiens), P37231. activation, % at 8 µM; in the data active = activation above about 19%;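 note: 0% = DMSO and 100% = reference agonist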
Target sequence (P37231 whole entry, looked up): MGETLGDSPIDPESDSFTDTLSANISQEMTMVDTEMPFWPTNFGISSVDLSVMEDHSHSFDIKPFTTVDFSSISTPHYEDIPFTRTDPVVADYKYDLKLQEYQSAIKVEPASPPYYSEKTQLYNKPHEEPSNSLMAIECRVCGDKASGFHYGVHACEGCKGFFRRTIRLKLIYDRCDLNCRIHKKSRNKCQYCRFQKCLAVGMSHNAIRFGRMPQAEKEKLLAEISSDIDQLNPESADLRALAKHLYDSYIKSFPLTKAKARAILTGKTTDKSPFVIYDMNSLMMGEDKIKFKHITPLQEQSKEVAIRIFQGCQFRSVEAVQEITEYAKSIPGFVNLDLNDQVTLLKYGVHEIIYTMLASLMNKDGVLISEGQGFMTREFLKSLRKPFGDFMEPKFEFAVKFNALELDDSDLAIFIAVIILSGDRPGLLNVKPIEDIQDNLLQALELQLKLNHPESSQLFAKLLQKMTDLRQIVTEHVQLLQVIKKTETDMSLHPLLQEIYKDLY
STAT3 blocker – IL-6 driven STAT3 reporter inhibitors, primary screen, U3A cells, luciferase, luminescence, MLSCN library; IL-6 STAT3-luciferase reporter; host cell line lacks STAT1; inhibition, % at 5.5 µM; actives 0.89% (n = 190,000);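 active = inhibition above the mean inhibition across all screened compounds plus 3 SD, cut at about 44% in these data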;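 note: 0% = DMSO only wells and 100% = 100 µM nifuroxazide control wells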
TR-FRET SRC-2 ct – TR-FRET signal artefacts, primary screen, artefact control for PPARgamma SRC-2 agonist project, biochemical. TR-FRET artefact counter-screen; active compounds read high. TR-FRET ratio at 8 µM. actives 0.4% (n = 200,000). AID 1049, 2008; in the data active = TR-FRET ratio above about 2000; note: inactives centre near 1500
STAT1 inh – STAT1 signaling inhibitors, primary screen, cell-based, HTS, luciferase reporter. AID 920, 2007. actives 0.35% (n = 200,000). NIH 3T3 STAT1-luciferase reporter, IFN-gamma, luminescence. inhibition, % at 5.5 µM;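 active = inhibition above a set limit, the mean inhibition across all tested compounds plus 3 SD, cut at about 34% in these data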;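 note: 0% = IFN-gamma with DMSO and 100% = IFN-gamma with 300 µM nifuroxazide; values of inactives mirror those of a sister screen read the other way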
PPARg SRC-2 ag – agonists of PPARg-SRC-2 recruitment, primary screen, biochemical, HTS. actives 0.34% (n = 200,000). PPARgamma LBD-SRC-2 recruitment. Peroxisome proliferator-activated receptor gamma (Homo sapiens), P37231. activation, % at 8 µM. AID 1032, 2008; in the data active = activation above about 22%;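 note: 0% = vehicle and 100% = reference agonist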
S1P3 antag – S1P3 receptor antagonists, primary screen, cell-based. inhibition, % at 4.98 µM. actives 0.27% (n = 170,000). Sphingosine 1-phosphate receptor 3 (Homo sapiens), Q99500. AID 485, 2006. CHO S1P3 NFAT-BLA reporter, FRET fluorescence, antagonist mode;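 active = inhibition above the plate cutoff, the mean inhibition of test wells on that plate plus 3 SD, cut at about 28% in these data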;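 note: cells challenged with S1P at its EC80 of 0.8 µM; blue over green emission ratio from cleaved BLA substrate after 4 h stimulation; 0% = S1P-stimulated wells and 100% = unstimulated DMSO-only wells; some compounds past the cut are filed as inactive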
Target sequence (Q99500 whole entry, looked up): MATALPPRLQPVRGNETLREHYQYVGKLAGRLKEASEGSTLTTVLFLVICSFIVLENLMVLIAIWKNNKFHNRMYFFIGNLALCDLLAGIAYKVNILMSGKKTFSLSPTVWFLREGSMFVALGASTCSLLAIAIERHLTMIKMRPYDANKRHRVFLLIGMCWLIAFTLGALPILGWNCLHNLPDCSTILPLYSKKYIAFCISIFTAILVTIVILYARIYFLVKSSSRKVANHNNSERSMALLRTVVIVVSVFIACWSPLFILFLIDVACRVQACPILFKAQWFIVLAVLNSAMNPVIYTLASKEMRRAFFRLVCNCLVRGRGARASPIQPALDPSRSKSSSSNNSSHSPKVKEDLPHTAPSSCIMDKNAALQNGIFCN
RAM inhibit – inhibitors of the yeast RAM network, primary screen, dse1pr::URA3 reporter, 5-FOA selection; S. cerevisiae dse1pr::URA3 reporter, 5-FOA growth OD615, 2 d; analog-sensitive cbk1-as2 kinase mutant strain; inhibition, % at 50 µM; actives 1.8% (n = 190,000); AID 868, 2007;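 active = inhibition above a set limit, 3 SD over mean compound inhibition, cut at about 8.4% in these data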;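 note: 0% = DMSO-only wells with no growth and 100% = 10 µM 1-NA-PP1 full growth; inhibition rescues growth on 5-FOA so higher OD means more RAM inhibition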
STAT3 activator – IL-6 driven STAT3 reporter potentiators, primary screen, U3A cells, luciferase, luminescence, MLSCN library. IL-6 STAT3-luciferase reporter; 100% = signal with IL-6 EC80 alone. activation (% of control), % at 5.6 µM. actives 0.91% (n = 190,000). AID 871, 2007;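 active = activation above the screen-wide mean of compound activation plus 3 SD, cut at about 130% in these data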;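 note: 0% = background luminescence of wells with medium and substrate only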
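Material: human U3A cells carrying STAT3-luciferase construct. Measured by: reporter luminescence signal. Timing: compound 1 h, then IL-6 6 h at 37 °C.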
ROMK mod – ROMK potassium channel modulators, primary screen, cell-based, thallium flux, MLSMR library | Tet-inducible ROMK, thallium flux fluorescence; actives lie on both sides | B-score at 10 µM | actives 2% (n = 130,000) | AID 1918, 2009;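 active = signal ratio slope over the read window, or its plate-corrected B-score, at least 3 SD from the plate mean, either direction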;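 note: B-score of the F/F0 ratio slope over 7 to 12 s after thallium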
PPARg SRC-3 ag – PPARgamma agonists recruiting SRC-3 coactivator, primary screen, biochemical. Peroxisome proliferator-activated receptor gamma (Homo sapiens), P37231. biochemical PPARgamma/SRC-3 coactivator recruitment assay. activation, % at 8 µM. actives 0.26% (n = 200,000); in the data active = activation above about 23%;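 note: 0% = DMSO and 100% = reference agonist; some compounds past the cut are filed as inactive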
TLR4 MyD88 comp – inhibitors of TLR4-MyD88 association in cells, primary screen, cell-based, HeLa CL3-4, BLA complementation, FRET ratio | HeLa CL3-4 TLR4/MyD88 BLA complementation | inhibition, % at 8.4 µM | actives 0.18% (n = 200,000); in the data active = inhibition above about 25%;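 note: 0% = vehicle and 100% = reference inhibitor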
Numbers without * were called inactive; x = not tested or not shown.

mol,PPARg SRC-1 ag,STAT3 blocker,TR-FRET SRC-2 ct,STAT1 inh,PPARg SRC-2 ag,S1P3 antag,RAM inhibit,STAT3 activator,ROMK mod,PPARg SRC-3 ag,TLR4 MyD88 comp
COc1cccc(COCC(O)Cn2cnc3cc(C)c(C)cc32)c1 (stereo not drawn),6,17,1565,11,2,-6,0.5,92,0.24,-4,-9
COc1ccc(CCCc2nnc(SCC(=O)Nc3ncc(C)s3)o2)cc1,3,6,1604,4,1,-12,3.4,97,x,-5,-10
c1ccc2c(N3CCOCC3)nc(N3CCOCC3)nc2c1,6,5,1594,2,3,x,1.0,97,-0.08,6,-11
CC1(C)Cc2c(cnn2-c2ccccc2)-c2c1c1ccccc1n2CC(O)CCl (stereo not drawn),3,8,1650,4,11,x,5.9,97,-0.73,12,-12
CCOc1ccccc1NC(=O)C(=O)N/N=C/c1ccc([N+](=O)[O-])cc1,6,24,1579,-10,11,-15,5.7,84,-0.12,0,0
O=c1c2c3c(sc2n2cnnc2n1Cc1ccccc1)CN(Cc1ccccc1)CC3,4,-9,1675,0,5,x,x,107,0.23,3,-6
O=C1c2ccccc2C(=O)N1CCSc1n[nH]c(=S)s1,2,1,1419,2,1,x,2.4,101,x,0,2
Oc1ccc(Cl)cc1CNn1cnnc1,4,5,1448,0,0,-26,1.4,97,-0.63,0,7
CCN(CC)S(=O)(=O)c1ccc(C(=O)Nc2ncn(Cc3ccccc3)n2)cc1,9,5,1568,5,7,-48,1.2,100,x,3,-3
Cc1cc(=O)oc2cc(OCc3ccc(C(=O)OCC(=O)Nc4ccccc4OC(F)F)cc3)ccc12,1,-2,1640,11,11,-18,2.6,99,1.1,0,7
COCCn1nnnc1C(c1ccccc1)N1CCN(C)CC1 (stereo not drawn),-1,6,1509,-1,-6,-18,0.9,104,x,-2,9
O=Cc1c(-[n+]2ccccc2)nc([O-])n1-c1ccccc1,3,3,1625,2,9,x,0.7,97,-0.033,-2,-6
C=CCOC(=O)C1=C(C)OC(N)=C(C#N)C1c1ccc2c(c1)OCO2 (stereo not drawn),9,-4,1811,13,9,-14,0.7,105,-3.2*,1,5
Cc1ccc(CNC(=O)[C@H](C)[C@H]2C[C@]2(C)[C@H](NC(=O)OCc2ccccc2)c2ccccc2)o1,-3,-12,1348,-6,-6,-21,0.7,108,-1,-5,-7
CC(=O)Nc1ccc(NC(=O)c2ccccc2CC[N+](=O)[O-])cc1,-2,-2,1311,-2,-8,x,3.8,109,-1.1,6,1
CCn1cc(C(=O)NCCCN2CC(C)CC(C)C2)c2cc(OC)c(OC)cc2c1=O (stereo not drawn),1,-2,1369,6,0,x,-0.8,106,x,1,10
O=[N+]([O-])c1ccc(N2CCOCC2)cc1SCc1ccco1,7,3,1609,-3,4,-8,1.2,100,x,5,3
CCN(CC)CCOc1ccc(Br)cc1,4,8,1423,7,2,-7,1.7,98,x,-7,-6
O=C(O)c1ccc2c(c1)C(=O)N(c1cccc(-c3nc4ccccc4s3)c1)C2=O,0,18,1639,-34,1,-11,1.9,88,x,0,12
CCC1C(=O)N=C(SCC(=O)Nc2ccccc2)NC1=O (stereo not drawn),12,2,1735,4,3,x,0.7,100,1.7,4,-9
COc1ccc(NC(=O)c2c(NC(=O)CNCc3ccco3)sc3c2CCC3)cc1,5,7,1414,-3,2,-6,3.2,96,0.8,6,10
CCOCCOC(=O)C(C)Oc1ccc(Oc2nc(Cl)ccc2Cl)cc1 (stereo not drawn),1,5,1491,7,-2,-5,13*,97,0.22,-3,-21
Cc1ccc(S(=O)(=O)N(C)C)cc1NC(=S)NC1CCCC(C)C1C (stereo not drawn),0,0,1479,5,7,-11,1.2,101,-0.54,0,4
CCn1cc(C(=O)NCCCN(C)c2ccccc2)c(=O)c2cc(S(=O)(=O)N(C)C)ccc21,2,-7,1658,0,2,3,0.1,106,x,2,-15
CC1CN(C(=O)c2ccc3c(c2)OCO3)OC(c2ccccc2)O1 (stereo not drawn),-3,15,1461,-5,2,10,2.0,90,-0.12,2,-6
Cc1nc(-c2c(-c3ccc(O)cc3O)noc2C(F)(F)F)cs1,2,32,1572,-2,0,x,0.5,78,-0.92,-3,2
S=C(Nc1ccccc1)c1ccccn1,1,2,1530,-28,4,-4,-0.6,99,x,11,-1
COc1ccc(OC)c(CN2CCN(CCc3ccccc3)C(CCO)C2)c1 (stereo not drawn),3,6,1382,5,7,-2,0.4,99,x,4,-18
COc1ccc(NC(=O)C2CCN(C(=O)Cc3ccccc3)CC2)c(OC)c1,-2,4,1332,-21,-2,-2,4.8,100,0.21,3,-5
CCCCNC(=S)Nc1cccc2cnccc12,10,-9,1491,12,1,-5,-0.4,103,x,-1,5
CC(=O)c1sc2nc(=O)c(C)nn2c1C,-5,0,1524,1,-2,-28,2.0,103,x,4,-11
CNS(=O)(=O)c1cccc(C(=O)OCC(=O)Nc2ccccc2F)c1,17,-1,1761,-6,11,-3,1.1,101,0.37,5,-2
CCc1cc2c(=O)c(-c3cnn(-c4ccccc4)c3)c(C)oc2cc1OCC(=O)Nc1ccc(F)c(F)c1,0,5,1566,-4,6,-3,3.3,96,0.34,4,-4
COc1cc(NC(=S)N2CCCCC2C)c(OC)cc1Cl (stereo not drawn),-2,-2,1573,-3,2,1,1.5,108,-0.71,0,1
O=C1OC(/C=C/c2ccc(Cl)cc2)=NC/1=C/c1ccco1,-6,3,1424,2,-4,9,2.2,100,-0.38,-5,-2
CC(C)N(Cc1nc(-c2ccc(Cl)cc2)no1)Cc1nccn1C,0,2,1550,-5,3,-7,0.0,105,x,1,-6
CCOC(=O)Nc1sc2nc(C)cc(C)c2c1-n1cccc1,0,2,1450,1,-1,x,2.6,104,x,0,0
COc1ccc(C2C(C(=O)Nc3cccnc3)=C(C)Nc3nc(-c4ccco4)nn32)cc1 (stereo not drawn),7,11,1510,4,-10,-17,0.0,98,x,-12,2
CC1CCN(C(=O)c2ccc(CSc3nc4ccncc4n3Cc3ccc(F)cc3)cc2)CC1,-2,-2,1267,8,-1,2,-0.3,101,-0.31,1,-12
COC(=O)c1cc2sccc2n1CC(=O)Nc1ccc(OC)c(OC)c1OC,-5,-6,1317,4,-7,1,4.3,109,-1.1,-4,4
COc1ccc(OC)c(N2C(N)=NC(N)=NC23CCCC3)c1,-1,5,1586,-6,-1,-16,1.2,101,x,7,1
O=C(Cc1ccc(Cl)cc1)Nc1ccc2oc(-c3ccncc3)nc2c1,6,37,1678,-3,9,1,7.9,72,x,1,-3
Fc1ccccc1N1CCN(c2cnc3ccccc3n2)CC1,-2,13,1499,-64,6,x,1.6,89,0.58,-1,0
CC(=O)Oc1cccc(N2C(=O)C3CC=C(Cl)CC3C2=O)c1 (stereo not drawn),2,3,1738,-1,2,-27,-0.4,100,x,-3,-2
COc1ccc(C(c2sc3ncnn3c2O)N2CCN(c3ccccc3F)CC2)cc1OC (stereo not drawn),4,-10,1860,4,-3,-24,1.0,112,x,7,-4
Cc1ccc(C(=O)N/C(=C\c2ccc3c(c2)OCO3)C(=O)Nc2ccc(C(=O)O)cc2)cc1,9,10,1749,-4,2,-12,1.8,93,0.37,2,-9
CCOc1ccc(NC(=O)CC2C(=O)N(c3ccccc3)C(=S)N2Cc2ccccn2)cc1 (stereo not drawn),9,0,1609,8,0,x,2.8,103,x,-3,-14
CC(=O)Nc1nc(C(=O)O)cs1,4,9,1688,-1,9,-12,0.8,98,-0.027,-2,8
CCCCn1c(SCC(=O)Nc2nnc(C)s2)nc2c1c(=O)n(C)c(=O)n2C,-3,0,1466,1,4,-66,3.1,102,x,10,-6
CCCCc1cc(=O)oc2cc(OCc3nn[nH]n3)c(Cl)cc12,1,6,1505,0,14,-8,4.0,100,x,4,-12
Cc1cccc(N2CCN(C(=O)c3ccccn3)CC2C)c1 (stereo not drawn),-2,6,1630,0,1,-1,0.7,99,-0.8,0,-6
CCn1cc(C(=O)NCC2CCCO2)c2cc(OC)c(OC)cc2c1=O (stereo not drawn),1,1,1549,0,-4,x,2.3,102,x,-6,-13
Cc1ccc(-n2cccn2)c(CN2CCC(CO)(CCc3ccccc3)CC2)c1,0,-5,1385,3,5,8,-0.2,104,-3.3*,6,-6
O=c1/c(=C\c2ccc(F)cc2)sc2n1CCCN=2,-4,-2,1414,-52,-2,-7,1.8,101,-0.89,-2,-1
N#Cc1c(NC(=O)c2nc3ncccn3n2)sc2c1CCCCC2,0,1,1452,-5,3,-15,4.1,101,-0.53,-6,7
O=C(N/C=N/O)C1=NOC(CNc2ncc(C(F)(F)F)cc2Cl)C1 (stereo not drawn),4,1,1520,-5,0,x,-0.1,103,-0.42,4,8
Cc1cccc(C(=O)Nc2c(C#N)c(C)c(C)n2Cc2ccccc2)c1,0,0,1520,8,5,x,4.2,105,x,6,-3
COc1cc(NC(=O)COC(=O)CC(C)(C)C)c(C)cc1[N+](=O)[O-],-7,0,1570,-6,-1,-4,4.0,100,0.4,1,6
CN(C)CCCn1c(-c2ccccc2)nc(=S)c2c1CCCC2,-2,-8,1391,-8,-1,x,1.5,109,x,-4,0
O=C(CNCc1ccccc1)Nc1ccccc1-c1ccccc1,5,-1,1580,1,1,7,0.9,99,-2,1,-6
Cn1c(CNC(=O)Cc2ccc3c(c2)OCO3)nnc1SCc1ccccc1,2,6,1581,-1,-3,-13,2.7,99,x,7,9
O=C(COc1ccccc1[N+](=O)[O-])Nc1ccc(CN2CCOCC2)cc1,5,11,1641,-9,5,-20,0.1,98,-0.97,3,-5
CCOC(=O)C1=C(c2ccccc2)Nc2c(c(=O)n(C)c(=O)n2C)C1c1ccc(O)c(OC)c1 (stereo not drawn),1,2,1522,-1,9,x,1.9,100,x,-11,6
